hcDAF12 agonist – activators of H. contortus DAF-12 nuclear receptor; 370,000 tested, 1.4% active; HEK293 hcDAF-12 lit1-tk-luc reporter, luminescence; 0% DMSO, 100% Δ7-dafachronic acid; activation, % at 6.8 µM;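 active = activation above the mean of all tested compounds plus 3 SD, cut at about 5.5% in these data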;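 note: 100% = response to 3 µM Δ7-dafachronic acid high control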
SMARCA2 activ – SMARCA2 function activation, primary screen | MG213 cells, MMTV-luciferase reporter, dexamethasone, overnight | activation, % at 9.1 µM | 370,000 tested, 1% active | AID 652017; in the data active = activation above about 7.8%;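 note: 0% = vehicle wells and 100% = reference activator wells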
DAX1 inh-1 – blocks DAX1 repression of SF-1 activated StAR promoter | HEK293T StAR-luciferase reporter, SF-1/DAX-1 repression relief | inhibition, % at 6.8 µM | 370,000 tested, 1.1% active | AID 652010;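 active = inhibition above the mean over all tested compounds plus 3 SD, cut at about 3.6% in these data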;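 note: 0% = DAX-1 cells with DMSO and 100% = cells lacking DAX-1 with DMSO; higher inhibition means more luminescence from relief of DAX-1 repression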
ssDAF-12 act – activators of S. stercoralis DAF-12 nuclear receptor | 370,000 tested, 1% active | activation, % at 6.8 µM | HEK293 ssDAF-12/GRIP1 lit1-tk-luc reporter, luminescence; % of 3 µM dafachronic acid response;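 active = activation above the mean over all tested compounds plus 3 SD, cut at about 0.9% in these data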;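 note: 0% = DMSO-only wells and 100% = 3 µM delta7-dafachronic acid wells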
DAX1 inh-2 – inhibits human nuclear receptor DAX1. P51843. HEK293 Gal4-DAX1 luciferase reporter, luminescence. inhibition, % at 6.75 µM. 340,000 tested, 0.99% active. AID 504766;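 active = inhibition above the mean over all tested compounds plus 3 SD, cut at about 4.2% in these data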;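 note: 0% = DAX1-transfected cells with DMSO and 100% = empty-vector control cells with DMSO; inhibition shows as a rise in luminescence from relieved DAX1 repression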
ADAM17 inh – inhibits human ADAM17; inhibition, % at 6.95 µM; 370,000 tested, 0.83% active; recombinant ADAM17, EDANS/DABCYL FRET peptide cleavage; P78536;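 active = inhibition above the mean of compounds lying between control limits plus 3 SD, set per campaign, cut at about 8.5% in these data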;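 note: 0% = DMSO-only wells as the low control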
ADAM10 inh – inhibitors of human ADAM10; O14672; recombinant ADAM10, EDANS/DABCYL FRET peptide cleavage, 3 h; inhibition, % at 7 µM; 370,000 tested, 0.62% active; AID 720582;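 active = inhibition above a per-campaign cutoff equal to the mean of compounds falling between control-based bounds plus 3 SD, cut at about 20% in these data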;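 note: 0% = DMSO wells while the 100% control is not disclosed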
PG9 binder – binds the HIV-1 gp120 antibody PG9; inhibition, % at 6.7 µM; 360,000 tested, 0.43% active; TR-FRET gp120-PG9 antibody binding; in the data active = inhibition above about 8.5%
NPR1 activator – GC-A (human) enzyme activation; 370,000 tested, 0.14% active; AID 1671463; HEK293 GC-A cells, cGMP TR-FRET, EC30 ANP; 0% at EC30 ANP, 100% saturating ANP; activation, % at 10 µM; P16066; in the data active = activation above about 40%
Target sequence (P16066 whole entry, looked up): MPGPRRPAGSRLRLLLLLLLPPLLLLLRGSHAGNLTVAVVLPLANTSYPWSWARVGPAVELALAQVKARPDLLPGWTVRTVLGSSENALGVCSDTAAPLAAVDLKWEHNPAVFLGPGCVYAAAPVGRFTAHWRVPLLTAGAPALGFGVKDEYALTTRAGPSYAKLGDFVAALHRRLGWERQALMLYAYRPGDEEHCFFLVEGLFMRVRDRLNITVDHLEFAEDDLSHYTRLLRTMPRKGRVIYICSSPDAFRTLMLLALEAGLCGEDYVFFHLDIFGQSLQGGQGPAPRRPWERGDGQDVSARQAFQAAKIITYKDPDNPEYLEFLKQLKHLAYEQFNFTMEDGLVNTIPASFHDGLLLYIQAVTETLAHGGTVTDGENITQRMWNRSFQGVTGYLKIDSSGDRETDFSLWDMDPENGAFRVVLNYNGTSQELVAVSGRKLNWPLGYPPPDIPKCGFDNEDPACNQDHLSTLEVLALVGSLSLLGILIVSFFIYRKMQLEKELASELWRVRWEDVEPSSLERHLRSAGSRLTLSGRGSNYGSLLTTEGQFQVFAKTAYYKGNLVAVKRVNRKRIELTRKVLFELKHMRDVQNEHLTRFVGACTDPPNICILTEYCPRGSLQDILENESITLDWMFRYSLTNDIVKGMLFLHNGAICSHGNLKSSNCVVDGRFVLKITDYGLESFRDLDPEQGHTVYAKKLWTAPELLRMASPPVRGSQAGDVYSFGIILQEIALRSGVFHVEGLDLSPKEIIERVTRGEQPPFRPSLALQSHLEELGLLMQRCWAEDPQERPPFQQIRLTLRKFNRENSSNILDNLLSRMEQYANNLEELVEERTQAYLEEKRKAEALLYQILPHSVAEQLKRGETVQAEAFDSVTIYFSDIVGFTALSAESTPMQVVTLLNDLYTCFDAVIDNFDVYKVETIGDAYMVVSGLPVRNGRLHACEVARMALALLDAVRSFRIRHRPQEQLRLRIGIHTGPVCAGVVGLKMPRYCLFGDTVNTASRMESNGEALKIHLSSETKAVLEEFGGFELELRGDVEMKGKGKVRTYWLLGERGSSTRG
hgDAF12 agonist – hgDAF-12 agonism, primary luciferase screen. AID 687014. activation, % at 6.8 µM. HEK293 GAL4-hgDAF12 UAS-luciferase reporter, agonist luminescence; normalized to butyrate control. 370,000 tested, 1.8% active;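 active = activation above a cutoff set at the mean of all screened compounds plus 3 SD, cut at about 10% in these data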;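 note: 0% = DMSO wells and 100% = sodium butyrate wells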
FXN GAA850 act – increases GAA850 frataxin promoter reporter activity. 360,000 tested, 0.56% active. activation, % at 6 µM. HEK293 lucGAA850 FXN promoter luciferase reporter, 24 h; percent of 10 µM SAHA response;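 active = activation above the average of all compounds screened plus 3 SD, cutoff fixed separately per campaign, cut at about 7.5% in these data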;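 note: 0% = DMSO wells and 100% = 10 µM SAHA wells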
The depositor's hits bear a star; nt = no result given.

SMILES	hcDAF12 agonist	SMARCA2 activ	DAX1 inh-1	ssDAF-12 act	DAX1 inh-2	ADAM17 inh	ADAM10 inh	PG9 binder	NPR1 activator	hgDAF12 agonist	FXN GAA850 act
Fc1ccc(CNC(=S)NCc2cccc(Cl)c2)cc1	0.0	0	-1.4	-1.4	0.3	6	6	-2.2	-2	-0.6	1.0
Cc1ccc(N2C(=O)N(CC(=O)NC(N)=O)C(=O)C2C)cc1 (configuration not stated)	-0.2	-3	0.1	-1.5	0.4	-7	-13	-0.8	3	-0.5	-0.1
C[C@@H]1CCCCO[C@@H](CN(C)C(=O)CCC(F)(F)F)[C@@H](C)CN([C@H](C)CO)C(=O)c2cc(N(C)C)ccc2O1	0.9	-3	-0.9	-0.5	0.8	-2	-3	-0.3	5	4.4	-2.1
Cn1c(NNC(=O)c2c(F)cccc2F)cc(=O)n(C)c1=O	0.7	-3	0.1	-1.6	-0.2	-7	-6	-1.6	1	-0.2	3.0
Cc1sc(NC(=O)Cc2ccc3c(c2)OCO3)nc1-c1ccc2c(c1)CCN2C(=O)c1ccc(F)cc1	-3.2	-5	-2.0	-2.5	-2.0	2	6	-2.1	5	1.1	1.1
C=CCNC(=S)N1CCN(Cc2ccccc2)CC1	2.9	1	-0.2	-0.6	-1.3	1	4	-1.5	3	-3.0	0.9
CCc1ccccc1NC(=O)c1ccc(CN2CCC(Cc3ccccc3)CC2)cc1	0.4	-2	-0.8	-1.4	-1.4	-4	-3	-0.5	5	1.6	-4.3
Cc1ccccc1C(=O)Nc1sc(C)c(C)c1C(=O)c1ccccc1	0.1	0	-0.6	-1.1	0.6	1	16	-0.3	-1	1.3	2.0
Cc1c(C(=O)C(=O)NCC2CCCO2)c2ccccc2n1C (configuration not stated)	-1.1	-2	-0.1	-2.1	-0.9	-4	7	-0.5	4	-1.9	0.0
CC(C)CC(NC(=O)C(NC(=O)C1OC2OC(C)(C)OC2C2OC(C)(C)OC12)C(C)C)C(=O)O (configuration not stated)	0.5	0	0.5	-1.6	2.5	-3	-11	-0.5	-8	2.2	-2.4
COc1ccc(S(=O)(=O)Nc2cccc(-c3ccc4nncn4n3)c2)cc1	-1.3	-3	-3.1	-1.4	-1.3	-1	0	-1.7	-11	-1.2	-4.3
COc1cc(O)c(CC=C(C)C)c(O)c1C(=O)CCc1ccc(O)cc1	0.0	1	1.7	-1.5	0.3	12*	24*	-1.6	-4	-3.1	0.4
COC(=O)[C@]12C[C@H](CC(=O)NCc3ccccc3)C(=O)N(Cc3ccco3)C1=C[C@H](C(C)C)O[C@@H]2C1CC1	-3.2	-5	-1.4	-1.2	nt	2	1	nt	-5	-4.5	nt
Cn1c(=O)c2c(nc(CN3CCN(Cc4ccccc4)CC3)n2Cc2ccc(F)cc2)n(C)c1=O	0.1	2	-0.5	-1.3	0.8	1	3	0.5	0	-1.3	0.1
O=C(c1ccc(S(=O)(=O)N2CCCCC2)cc1)N1CCCC(C(F)(F)F)C1 (configuration not stated)	-0.3	0	0.0	-0.7	0.0	1	-1	-1.4	1	-0.2	0.5
O=C(Cn1[nH]c(=O)c2ccccc2c1=O)OCC(=O)c1ccc(F)cc1	0.4	1	0.7	-0.6	0.2	-2	-12	-0.8	3	4.0	-1.3
CSc1ncccc1C(=O)OCC(=O)NC1CCCc2ccccc21 (configuration not stated)	-1.1	0	0.4	-0.8	0.8	-1	-8	0.7	1	-0.2	2.1
CN(C)S(=O)(=O)c1cccc(N=C2SCCN2Cc2ccccc2)c1	-3.6	-6	-1.9	-2.1	-2.0	-1	1	-0.1	0	-1.4	2.9
COc1cc2[nH]c(=S)nc(NCCC(C)C)c2cc1OC	-1.6	2	0.0	-1.1	-0.7	0	-4	1.1	3	2.2	-2.1
Cc1ccc(C)c(C(=O)CN2C(=O)NC3(CCCCCCC3)C2=O)c1	0.1	-2	-0.5	-0.2	-0.5	-7	1	-0.2	0	-0.9	2.6
COc1ccccc1CN1CCNC(=O)C1CC(=O)NCCCN1CCOCC1 (configuration not stated)	-0.1	3	-0.2	-1.1	2.0	0	-10	-1.4	1	-2.1	1.2
OC(CNCC(c1ccco1)N1CCCCC1)c1ccccc1 (configuration not stated)	-2.0	0	0.1	-0.8	2.0	-3	-2	0.2	-4	-0.4	2.2
O=C(O)C1CCN(C(=O)c2ccco2)CC1	0.1	-3	0.4	-1.2	0.0	1	-1	-1.5	3	0.4	1.0
CN(C)CCCNC(=O)C[C@H]1C[C@H](C(=O)N2CCOCC2)[C@@]2(CCC3CCCC3)c3[nH]c4cc(CCC(=O)N(C)C)ccc4c3CCN2C1=O	-0.3	-2	-1.2	-0.9	0.2	-2	-4	-0.4	6	4.6	0.6
O=C(c1ccco1)N1CCN(c2ccccc2F)CC1	-2.0	2	-0.3	-0.9	0.1	-1	-7	-0.2	2	1.5	2.4
COCC1CCN(C(=O)C2CCC(=O)N(Cc3ccc(Cl)cc3)C2)CC1 (configuration not stated)	1.0	8.3*	-1.0	-1.4	0.3	2	10	0.0	-2	-0.2	0.6
Cn1c(=O)[nH]c(=O)c2c1nc(CN1CCN(c3cccc(Cl)c3)CC1)n2CCCc1ccccc1	-0.3	-1	0.6	-1.2	0.1	1	4	-1.8	-10	-0.8	-1.6
CCCCNC(=O)C1(C)CCN1C(=O)Cc1ccc(OC)cc1 (configuration not stated)	-0.1	1	0.6	-1.5	nt	0	-4	0.2	1	0.1	-0.1
COc1ccc(N2CCN(C(=O)c3sc4ncn(CC(=O)N5CCCCC5)c(=O)c4c3C)CC2)cc1	-2.2	1	-1.2	-1.6	-0.5	0	-3	-2.8	4	1.2	-1.8
COc1cccc(N2CCN(C(=O)CC(C)(C)CC3=NS(=O)(=O)c4ccccc4N3)CC2)c1	-2.8	1	-3.2	-1.6	-0.2	3	8	1.4	-2	-3.5	-3.7
CC(=O)N(C(C)=O)c1ncnc2c1c(-c1ccc(Cl)cc1)nn2C(C)(C)C	-1.7	-3	0.3	-0.7	-0.7	-86	-247	0.1	0	-2.6	2.9
COc1ccc(-c2nc(-c3cccc(C)c3)[nH]c(=O)c2C#N)cc1	0.2	-2	0.6	-1.2	-1.0	-4	3	-0.1	-4	0.9	1.2
Cn1c(Cc2ccccc2)nnc1SCC(=O)N1CCOCC1	-1.5	-1	-0.7	-0.9	1.3	-5	-10	1.1	3	1.5	3.5
CCOC(=O)[C@]12CCCC=C1N(Cc1ccc(Cl)cc1Cl)C(=O)[C@H](CC(=O)NCc1ccccc1)C2	-1.2	-6	-0.8	-0.3	nt	4	5	-0.3	-5	2.9	nt
O=[N+]([O-])c1cccc(Cl)c1NCCNS(=O)(=O)c1ccc(Cl)cc1	0.7	0	0.1	-0.8	-0.3	3	11	-1.9	-10	1.1	-0.5
O=C(O)Cc1sc(Nc2ccc(F)cc2)nc1-c1cccs1	3.4	2	1.6	-0.2	2.6	1	-2	-1.6	2	15*	7.0

An excerpt from above in order of formula weight, descending:
SMILES	hcDAF12 agonist	SMARCA2 activ	DAX1 inh-1	ssDAF-12 act	DAX1 inh-2	ADAM17 inh	ADAM10 inh	PG9 binder	NPR1 activator	hgDAF12 agonist	FXN GAA850 act
CN(C)CCCNC(=O)C[C@H]1C[C@H](C(=O)N2CCOCC2)[C@@]2(CCC3CCCC3)c3[nH]c4cc(CCC(=O)N(C)C)ccc4c3CCN2C1=O	-0.3	-2	-1.2	-0.9	0.2	-2	-4	-0.4	6	4.6	0.6
CCOC(=O)[C@]12CCCC=C1N(Cc1ccc(Cl)cc1Cl)C(=O)[C@H](CC(=O)NCc1ccccc1)C2	-1.2	-6	-0.8	-0.3	nt	4	5	-0.3	-5	2.9	nt
COc1cccc(N2CCN(C(=O)CC(C)(C)CC3=NS(=O)(=O)c4ccccc4N3)CC2)c1	-2.8	1	-3.2	-1.6	-0.2	3	8	1.4	-2	-3.5	-3.7
CC(=O)N(C(C)=O)c1ncnc2c1c(-c1ccc(Cl)cc1)nn2C(C)(C)C	-1.7	-3	0.3	-0.7	-0.7	-86	-247	0.1	0	-2.6	2.9
COCC1CCN(C(=O)C2CCC(=O)N(Cc3ccc(Cl)cc3)C2)CC1 (configuration not stated)	1.0	8.3*	-1.0	-1.4	0.3	2	10	0.0	-2	-0.2	0.6
O=C(O)Cc1sc(Nc2ccc(F)cc2)nc1-c1cccs1	3.4	2	1.6	-0.2	2.6	1	-2	-1.6	2	15*	7.0
Cn1c(Cc2ccccc2)nnc1SCC(=O)N1CCOCC1	-1.5	-1	-0.7	-0.9	1.3	-5	-10	1.1	3	1.5	3.5
CCCCNC(=O)C1(C)CCN1C(=O)Cc1ccc(OC)cc1 (configuration not stated)	-0.1	1	0.6	-1.5	nt	0	-4	0.2	1	0.1	-0.1
COc1ccc(-c2nc(-c3cccc(C)c3)[nH]c(=O)c2C#N)cc1	0.2	-2	0.6	-1.2	-1.0	-4	3	-0.1	-4	0.9	1.2
O=C(c1ccco1)N1CCN(c2ccccc2F)CC1	-2.0	2	-0.3	-0.9	0.1	-1	-7	-0.2	2	1.5	2.4
O=C(O)C1CCN(C(=O)c2ccco2)CC1	0.1	-3	0.4	-1.2	0.0	1	-1	-1.5	3	0.4	1.0

(continued)
SMILES	hcDAF12 agonist	SMARCA2 activ	DAX1 inh-1	ssDAF-12 act	DAX1 inh-2	ADAM17 inh	ADAM10 inh	PG9 binder	NPR1 activator	hgDAF12 agonist	FXN GAA850 act
CC(C)(C)c1cc(C(=O)N/N=C/c2ccc(-c3ccccc3[N+](=O)[O-])o2)n[nH]1	-1.9	1	-5.6	-1.2	1.1	-1	-8	-3.5	-2	-2.5	1.8
Cc1ccc2nc(CSc3nnc(Nc4ccccc4C)s3)cc(=O)n2c1	-2.8	-3	-0.9	-0.9	-0.9	-4	-26	-2.1	0	-2.4	1.7
Cc1c(NC(=O)c2cccc(-c3cc4ccccc4oc3=O)c2)cccc1-c1nc2ncccc2o1	-1.9	0	0.4	-1.1	0.2	-11	-36	3.1	-7	4.4	1.8
Cc1ccc(S(=O)(=O)N(C)c2ccc(C(=O)N(CC(C)C)C3CCS(=O)(=O)C3)cc2)cc1 (configuration not stated)	2.1	0	0.2	-1.2	-2.8	-4	-7	0.7	-3	-1.4	0.5
COC(=O)C1=C(C)Nc2ccc(C)cc2S1	2.0	0	1.2	0.1	4.2*	-2	-16	-2.4	-1	5.3	-0.6
CCOC(=O)[C@H]1[C@H]2COc3ccc(Br)cc3[C@@H]2N2C(=O)c3c(C)cc(C)cc3NC(=O)[C@@]12C	0.8	0	-0.1	-1.6	1.2	7	11	-1.1	-3	-0.4	14*
Nn1cc(-c2ccccc2)nc1SCC(=O)N1CCN(S(=O)(=O)c2ccccc2)CC1	-1.3	0	0.6	-0.8	-0.9	-8	1	-0.7	0	-2.6	-2.3
Cc1nc2sc(C(c3ccco3)N3CCN(C(c4ccccc4)c4ccccc4)CC3)c(O)n2n1 (configuration not stated)	-1.2	-4	-0.5	-1.1	-0.2	2	-1	0.4	-3	-1.1	-0.1

Source: PubChem BioAssay (several laboratories)
